# Rev-erbA mod: Rev-erb alpha (human) modulation | 370,000 tested, 0.79% active | AID 1259318 | Rev-erbα–FITC-DNA binding, fluorescence polarization, 90 min | P20393 | activity, % at 10 µM;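 active = activity above about 14%, limit read from the data; passing the limit was not always enough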;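 also: 0% = DMSO wells with 35 nM protein and 100% = DMSO wells with 750 nM protein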
# TCR-CD3 inh: blocks the human TCR-CD3 interaction. AID 651800. TAMRA-labeled TCR probe fluorescence, biochemical. 360,000 tested, 0.37% active. inhibition, % at 9.4 µM; in the data active = inhibition above about 19%;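 also: recombinant mutant TCR 2C K166C tagged with TAMRA read by polarization; 0% = receptor in buffer alone and 100% = receptor with positive control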
# TDP2 inh: TDP2 (human) inhibition, absorbance primary screen | inhibition, % at 12.8 µM | O95551 | 370,000 tested, 0.34% active | recombinant TDP2, T5PNP hydrolysis, p-nitrophenol absorbance 415 nm;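 active = inhibition above the mean of all tested compounds plus 3 SD, set per campaign, cut at about 25% in these data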;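 also: 0% = DMSO with enzyme and 100% = buffer with substrate but no TDP2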
# Target sequence (O95551 whole entry, looked up): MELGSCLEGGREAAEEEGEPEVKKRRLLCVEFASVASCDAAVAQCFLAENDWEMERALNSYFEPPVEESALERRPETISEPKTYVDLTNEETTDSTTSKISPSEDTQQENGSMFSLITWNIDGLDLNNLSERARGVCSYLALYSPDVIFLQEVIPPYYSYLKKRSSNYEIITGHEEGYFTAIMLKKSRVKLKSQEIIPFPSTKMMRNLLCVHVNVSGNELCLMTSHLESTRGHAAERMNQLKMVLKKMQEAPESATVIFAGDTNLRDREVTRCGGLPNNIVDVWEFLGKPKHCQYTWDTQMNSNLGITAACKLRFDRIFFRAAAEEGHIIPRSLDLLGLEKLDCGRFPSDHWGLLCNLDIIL
#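 Material: recombinant human TDP2; quantity: TDP2 enzyme at 120 nM final; medium: Tris-HCl pH 7.5 with MgCl2; compound: single concentration, 12.8 µM nominal, with 1% DMSO; incubation: 2 h enzyme incubation at 37 °C; signal: epi absorbance; measure: percent inhibition; benchmarks: high control without enzyme, low control DMSO plus TDP2; repeats: singlicate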
# PG9 Ab binder: binds the HIV-1 gp120 antibody PG9; TR-FRET gp120-PG9 antibody binding; inhibition, % at 6.7 µM; 360,000 tested, 0.43% active; AID 624416; in the data active = inhibition above about 8.5%
# mABHD4 FP: ABHD4 (mouse) inhibition, primary FP screen; Q8VD66; purified mABHD4, FP-Rh probe fluorescence polarization; inhibition, % at 8.92 µM; 370,000 tested, 0.54% active; AID 720543;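 active = inhibition exceeding the mean over every tested compound plus 3 SD, cut at about 30% in these data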;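 also: 0% = plate median of compound wells and 100% = S159A mutant with DMSO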
# Target sequence (Q8VD66 whole entry, looked up): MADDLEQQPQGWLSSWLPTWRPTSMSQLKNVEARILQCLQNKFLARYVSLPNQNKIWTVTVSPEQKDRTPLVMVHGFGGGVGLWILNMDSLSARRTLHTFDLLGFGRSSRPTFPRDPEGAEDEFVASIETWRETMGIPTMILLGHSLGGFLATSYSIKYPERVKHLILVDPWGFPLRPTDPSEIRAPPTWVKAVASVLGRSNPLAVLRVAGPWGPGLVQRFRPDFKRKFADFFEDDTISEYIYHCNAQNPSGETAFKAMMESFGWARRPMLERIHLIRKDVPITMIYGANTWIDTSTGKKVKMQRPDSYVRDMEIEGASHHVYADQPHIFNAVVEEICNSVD
#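 Test system: mABHD4 protein | Buffer or medium: HEPES pH 7.0 buffer, 150 mM NaCl, 0.01% Pluronic F-127 | Probe or stimulus: FP-Rh fluorescent activity-based probe, added after compound pre-incubation | Timing: Pre-incubation 45 min, probe exposure 60 min, at 25 °C | Technique: Fluorescence polarization, excitation 525 nm, emission 598 nm, BODIPY TMR filters | Repeats: Single well per compound (singlicate)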
# HTRA1 inhibitor: inhibitors of human serine peptidase HTRA1; recombinant HTRA1, FP-rhodamine activity-based probe, fluorescence polarization; inhibition, % at 5.96 µM; 340,000 tested, 0.5% active; in the data active = inhibition above about 36%;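 also: 0% = enzyme with DMSO and 100% = wells lacking enzyme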
# SIAE inh: inhibitors of human sialic acid acetylesterase SIAE | 370,000 tested, 0.69% active | AID 1053197 | inhibition, % at 9.66 µM | SIAE FP-Rh probe binding, fluorescence polarization | Q9HAT2;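 active = inhibition above a cutoff: mean of compounds within the control limits plus 3 SD of those, cut at about 17% in these data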;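 also: 0% = plate median of compound wells and 100% = probe without SIAE protein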
# PRMT1 FP inh: blocks human protein arginine methyltransferase 1. inhibition, % at 2.79 µM. 370,000 tested, 1.3% active. recombinant PRMT1, activity-based probe fluorescence polarization. AID 652257. Q99873;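 active = inhibition above about 21% made by adding two undisclosed values, limit read from the data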
# Target sequence (Q99873 whole entry, looked up): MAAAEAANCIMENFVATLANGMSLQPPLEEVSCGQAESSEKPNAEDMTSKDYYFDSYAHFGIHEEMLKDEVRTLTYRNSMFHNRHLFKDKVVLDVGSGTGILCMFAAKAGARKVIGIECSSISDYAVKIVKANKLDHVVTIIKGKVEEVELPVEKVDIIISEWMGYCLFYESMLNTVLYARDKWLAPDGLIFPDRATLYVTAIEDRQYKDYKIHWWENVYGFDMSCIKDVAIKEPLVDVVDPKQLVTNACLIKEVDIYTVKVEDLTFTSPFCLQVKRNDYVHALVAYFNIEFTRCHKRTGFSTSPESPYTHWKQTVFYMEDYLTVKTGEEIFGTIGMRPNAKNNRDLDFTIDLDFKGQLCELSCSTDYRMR
# LEDGF integ inh: blocks HIV-1 LEDGF/p75-dependent DNA integration; 370,000 tested, 0.64% active; AID 743269; TR-FRET IN-LEDGF/p75 DNA integration, Eu/Cy5; inhibition, % at 3.7 µM;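 active = inhibition above the screen-wide mean plus 3 SD, cut at about 13% in these data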;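 also: signal is the Cy5 over europium emission ratio at 671 and 618 nm; 0% = plate median of compound wells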
# rCAG RNA binder: binds r(CAG) RNA repeats; inhibition, % at 3 µM; AID 651821; 370,000 tested, 1.3% active; r(CAG) RNA repeat, TO-PRO-1 dye displacement fluorescence;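 active = inhibition above the plate cutoff, the mean of all test compounds on that plate plus 3 SD, cut at about 35% in these data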;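 also: 0% = DMSO alone and 100% = 100 µM mitoxantrone as full dye displacement; higher means more dye released from RNA so lower well fluorescence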
# * hit, by the source's call; nt = not tested or not shown.
SMILES,TCR-CD3 inh,Rev-erbA mod,TDP2 inh,rCAG RNA binder,SIAE inh,HTRA1 inhibitor,PG9 Ab binder,PRMT1 FP inh,mABHD4 FP,LEDGF integ inh
COc1ccccc1CNC(=O)CN1C(=O)COc2ccc(S(=O)(=O)N3CCCCC3)cc21,6,1,0,-1,3,2,1.0,-3,0,1
COc1cccc(-n2cnc3sc4c(c3c2=O)CCC4)c1,-1,4,-2,-3,-11,0,-1.2,0,0,-3
C#CC1(NC(=O)NCCCC)CCCCC1,-3,-7,-1,-3,2,5,-1.2,1,4,-2
O=C(CN1CCN(c2cccc(Cl)c2)CC1)NCc1ccccc1,-10,7,-9,-5,-1,4,0.0,3,-4,-4
Cc1ncc(CN2CCCC(C(=O)Nc3ccc(-c4ccco4)cc3)C2)n1C (configuration not stated),5,0,-8,-5,-2,-1,-0.3,-2,3,3
CCOC(=O)C1C(=O)C=C(C)C(C(=O)OCC)C1c1cccc([N+](=O)[O-])c1 (configuration not stated),1,3,-11,1,6,-1,-2.5,-1,7,1
CCOC(=O)CSc1nnc(NC(=O)c2cc([N+](=O)[O-])cc([N+](=O)[O-])c2)s1,-13,-2,9,3,0,8,0.6,3,-2,-3
Cc1ccc(C(=O)N/C(=C\c2ccc3c(c2)OCO3)C(=O)N2CCOCC2)cc1,-1,-1,-11,-3,-4,1,-0.8,0,3,-7
CC(=O)N1CCc2cc(S(=O)(=O)NCCC(=O)NCCc3ccccc3)ccc21,-1,3,3,-5,3,0,-1.6,2,3,-3
O=C1c2cccnc2C(Nc2ccc(S(=O)(=O)N3CCCCC3)cc2)N1Cc1ccccc1 (configuration not stated),9,-3,0,0,-3,4,-2.8,-2,-2,2
COc1ccc(S(=O)(=O)N(C)C)cc1NCC(=O)Nc1ccc(Br)c(C)c1,4,0,8,10,5,-32,0.7,-4,-8,1
C=CCn1c(SCC(=O)c2ccc(Cl)cc2)nnc1-c1ccc2c(c1)OCO2,4,-1,13,-6,2,-19,-2.1,1,-2,0
O=C(COC(=O)c1cccs1)NCc1ccccc1,-13,0,-13,2,-4,0,0.8,-1,0,-6
Oc1ccc(/C=N/Nc2ccccc2)cc1,5,-5,-9,8,13,8,1.2,7,8,-2
Fc1ccccc1CSc1ncn[nH]1,-3,4,0,1,3,6,-3.8,1,-5,-2
CC(C)(C)c1ccc(/C=C/C(=O)NCCCn2ccnc2)cc1,1,5,2,-9,2,5,-0.5,-2,-3,1
Cc1ccc(NC(=O)CCc2c(C)nn(-c3ccc(N4CCOCC4)nn3)c2C)cc1,-4,-6,-25,-4,0,-5,-0.1,6,-5,-5
c1ccc(NC2=NCCN2CC2CCCCCC2)cc1,1,-1,-5,1,-1,-4,2.4,-2,3,0
Cn1nc(C(=O)Nc2ccc(-n3cnnn3)cc2)c2ccccc2c1=O,4,-5,8,3,10,1,0.6,1,-2,0
Cc1cccn2c(=O)c3cc(C(=O)NCCC4=CCCCC4)n(C)c3nc12,-3,12,0,1,-5,7,1.0,3,5,-1
CCOc1ccccc1OCCCC(=O)OCC(=O)Nc1cccc(Cl)c1,-7,1,13,0,-4,-9,0.5,1,1,-2
CC(=O)c1cccc(NC(=O)c2cnn3ccccc23)c1,-13,-2,8,0,1,5,-0.9,2,-4,5
CCc1nc2ccccc2n1CC(=O)OCC(=O)N(CC(C)C)c1c(N)n(Cc2ccccc2)c(=O)[nH]c1=O,5,-4,-2,-2,-4,5,-0.7,0,2,5
COC(=O)c1ccccc1N=Nc1c(C)[nH][nH]c1=O,0,4,13,3,2,-1,-2.9,1,5,-2
O=C(N[C@@H]1C/C=C\C[C@H](CC(=O)N(CCO)Cc2ccccc2)C(=O)N[C@@H](Cc2c[nH]c3ccccc23)COC1=O)OCC1c2ccccc2-c2ccccc21,4,0,-7,15,11,11,1.0,1,3,2
CCOc1ccc(S(=O)(=O)NCCC(=O)N2CCN(c3ccc(OC)cc3)CC2)cc1,2,5,-6,-3,2,1,-2.0,-1,-4,3
Cc1ccc(Nc2ncnc3sc(C)c(C)c23)cc1,-8,1,-9,-2,-7,-10,0.0,2,-3,-3
Cn1c(Cn2nnc3ccccc32)nnc1SCC(=O)NCc1ccc2c(c1)OCO2,0,-25,-11,-3,2,-1,-0.6,-1,-1,-3
O=C(O)CCCNC(=O)CCCNC(=O)C(c1ccccc1)c1ccccc1,3,9,-10,1,-4,9,1.6,1,-12,0
CCOC(=O)Cn1nc(C)n(-c2ccc(C)cc2)c1=O,3,-3,-17,-1,-14,6,-0.8,-1,-4,1
O=C(CSc1nnc(-c2cnccn2)n1-c1ccccc1)Nc1ccc2cn[nH]c2c1,nt,-6,3,0,-6,nt,nt,1,5,-1
CCN(Cc1ccccc1)C(=O)CCS(=O)(=O)c1ccc2c(c1)oc(=O)n2C,8,1,-14,0,-2,5,-1.8,1,-9,1
O=C(NCCCN1CCCC1=O)c1ccc(S(=O)(=O)Nc2cccc(C(F)(F)F)c2)cc1,-7,-2,0,6,-3,-6,1.4,3,-1,-3
CN(Cc1ccccc1)S(=O)(=O)c1nnc(NC(=O)c2ccc(F)cc2)s1,3,-2,12,4,-2,-2,-0.2,0,-5,1
COc1ccc(/C=N/NC(=O)c2cccc(O)c2)cc1Cn1nc(C)c([N+](=O)[O-])c1C,-3,2,7,13,-20,-24,-0.8,6,-27,1
Cn1c(CCNC(=O)C2CCCCC2)nc2cc([N+](=O)[O-])ccc21,0,-2,-6,-3,4,1,-1.0,2,0,1
COCCNC(=O)/C(C#N)=C/c1c(N2CCN(c3ccc(OC)cc3)CC2)nc2c(C)cccn2c1=O,2,8,-10,-6,-4,-1,-2.6,-1,-1,2
CNC(=O)CSCc1c(F)cccc1Cl,0,-1,4,0,1,0,-1.8,-2,-3,1
COc1ccc(-c2noc3c2-c2nc(C4CCCCC4)sc2CC3)cc1,7,3,5,4,6,-6,-2.8,0,0,-1
CC1(C)CC(=O)C=C(NC2CC(C)(C)NC(C)(C)C2)C1,-8,-3,-27,3,-5,-1,-1.4,-2,-11,0
Cc1cc(N2CCN(C)CC2)nc2ccc(NC(=S)N3CCN(c4cccc(Cl)c4)CC3)cc12,3,2,1,1,3,5,-0.1,-4,-2,-1
CC(C)c1nc(CNC(=O)CC2C(=O)NCCN2Cc2ccoc2)cs1 (configuration not stated),3,-3,-1,4,2,11,-0.6,7,3,-3
CCOC(=O)c1cnc(SCC#N)nc1N,4,-5,-3,-1,1,1,0.9,0,6,3
O=C(CCl)N1CCN(S(=O)(=O)c2ccc3ccccc3c2)CC1,-3,-1,7,2,1,4,0.8,4,-1,1
CNS(=O)(=O)c1ccc(NC(=O)Nc2cccc(F)c2)cc1,7,6,-4,-1,0,-1,-1.0,0,-9,2
Cc1ccc(CCNC(=O)CCc2nc3ccccc3[nH]2)cc1,3,0,-3,-4,1,7,-0.8,-2,7,-1
COc1ccc(C(=O)Nc2ccccc2NC(=O)c2ccco2)cc1OC,-1,1,-2,6,-7,-5,0.0,3,-2,-4
COc1cccc(OC)c1C(=O)Nc1cc(C)nn1-c1nc2ccccc2[nH]1,0,1,4,6,-26,-31,-1.0,-3,-54,1
Cc1ccc(NC(=O)COC(=O)CNC(=O)C2CCCCC2)c(Br)c1,0,1,-1,-2,-2,-14,-0.4,1,-5,-1
CCC1(c2ccc(F)cc2)NC(=O)N(CC(=O)Nc2ccc(S(N)(=O)=O)cc2)C1=O (configuration not stated),-2,11,-5,11,-7,-10,-0.7,-1,-6,-4
O=c1[nH]c(C2CCCN(S(=O)(=O)c3ccccc3)C2)nc2c1nnn2Cc1ccc(OC(F)(F)F)cc1 (configuration not stated),-5,-1,-6,-1,3,1,-3.2,6,-2,-5
CCOC(=O)c1csc(NC(=O)C2CCCN(S(=O)(=O)c3ccc([N+](=O)[O-])cc3)C2)n1 (configuration not stated),nt,-4,4,3,1,nt,nt,-2,-2,4
COc1ccc(/C=N\NC(=O)C2C(=O)NCC2c2ccccc2)cc1O (configuration not stated),2,-1,-3,1,9,26,-2.1,2,13,-2
Cc1cccc(N2CCN(C(=O)C3CCC(=O)N(C4CC4)C3)CC2)c1C (configuration not stated),2,4,-1,-5,4,-2,-0.1,-1,2,-4
C=CCOc1ccc(C2=NOC(C(=O)Nc3ccc4c(c3)OCCO4)C2)cc1OC (configuration not stated),-5,3,-6,15,-6,-2,3.5,8,-18,5
O=C(CCCCC(=O)NN=Cc1ccc(Cl)cc1)NN=Cc1ccc(Cl)cc1,6,2,0,2,-8,3,-0.8,-4,0,1
COCc1cc(C)nc(SCC(=O)Nc2ccc(C)c(C)c2)c1C#N,4,-1,-5,5,-1,-3,-0.7,3,-4,2
COc1ccc(Cc2n[nH]c(=S)n2-c2ccc3c(c2)OCCO3)cc1,5,-1,0,-1,3,-4,1.1,0,-4,0
CC(C)(C)c1ccc(C#C[C@@H]2C=C[C@@H](O)[C@@H](COC(=O)Nc3ccccc3)O2)cc1,14,5,-5,2,-7,nt,-2.4,0,-19,0
O=C(NCCCn1ccnc1)c1cc2c(s1)CCCC2,3,3,15,-1,6,6,-2.0,-6,1,0

# Going on with the list:
SMILES,TCR-CD3 inh,Rev-erbA mod,TDP2 inh,rCAG RNA binder,SIAE inh,HTRA1 inhibitor,PG9 Ab binder,PRMT1 FP inh,mABHD4 FP,LEDGF integ inh
COc1ccc(CC(=O)N/N=C/c2c(C)n(C)c3ccccc23)cc1OC,-1,1,-28,7,-1,nt,0.1,-8,5,7
CCCCc1c(-c2ccc(F)cc2F)ncn1CCc1ccccc1OC,2,0,-3,-2,-2,nt,0.4,1,-8,5
CCN1C(=O)c2cccc3c(S(=O)(=O)Nc4ccccc4OC)ccc1c23,-4,0,-12,2,-9,-3,-2.8,-2,5,0
O=C(C[C@@H]1C/C=C\C[C@@H](Cc2ccc(F)cc2)C(=O)OC[C@@H]2CCCN2C1=O)NCCO,7,4,6,-2,0,2,0.2,-1,2,1
COc1ccccc1CN(C)C(=O)CSCC(=O)Nc1ccccc1F,1,-5,-8,-1,0,2,-2.1,-2,5,1
Cc1ccc(C(=O)N2CC=C(c3ccccc3)CC2)s1,7,1,10,0,19*,-13,-1.3,2,1,1
N/C(=N\OC(=O)c1ccc(Cl)c(Cl)c1)c1cccnc1,4,2,9,1,-5,-1,-1.9,0,0,3
Cc1n[nH]c(C)c1CCN(C)C(=O)C1CCC(=O)N(CC2CCCCC2)C1 (configuration not stated),7,-2,6,-8,-4,3,-1.6,-5,-1,1
CC(=O)Nc1ccc(S(=O)(=O)N2CCc3c(Cl)cccc3C2)cc1,1,-3,5,6,-1,-6,1.3,3,-6,-6

# Source: PubChem BioAssay (several laboratories)

# An excerpt; count on the stated rates, not on these rows.
